GSTO1 inh – inhibitors of recombinant GSTO1, primary screen, counter-screen for RBBP9 inhibitor project, biochemical, fluorescence polarization. Glutathione S-transferase omega-1 (Homo sapiens), P78417. activity-based probe fluorescence polarization. inhibition, % at 5.96 µM. 300,000 tested, 1.1% active. AID 1974, 2009;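 active = inhibition above the campaign mean inhibition plus 3 SD, cut at about 35% in these data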;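 note: 0% = GSTO1-1 with DMSO and 100% = wells lacking GSTO1-1 enzyme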
LYPLA1 inh – LYPLA1 inhibitors, primary screen, counter-screen for PME1 inhibitor project, biochemical, fluorescence polarization, FP-Rh probe ABPP. Acyl-protein thioesterase 1 (Homo sapiens), O75608. recombinant LYPLA1. inhibition, % at 5.9 µM. 320,000 tested, 0.16% active. AID 2174, 2009;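 active = inhibition above the mean of all tested compounds plus 3 SD, set per campaign, cut at about 14% in these data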;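 note: inhibitors block serine hydrolase probe labeling of LYPLA1 so polarization falls; 0% = enzyme with DMSO and 100% = wells lacking LYPLA1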
LYPLA2 inh – LYPLA2 inhibitors, primary screen, counter-screen for PME1 inhibitor project, biochemical, fluorescence polarization, FP-Rh probe ABPP. Acyl-protein thioesterase 2 (Homo sapiens), O95372. recombinant LYPLA2. inhibition, % at 5.9 µM. 320,000 tested, 0.38% active;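 active = inhibition above the screen-wide mean plus 3 SD, limit set per campaign, cut at about 26% in these data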;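 note: 0% = LYPLA2 with DMSO and 100% = wells lacking LYPLA2 enzyme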
Target sequence (O95372 whole entry, looked up): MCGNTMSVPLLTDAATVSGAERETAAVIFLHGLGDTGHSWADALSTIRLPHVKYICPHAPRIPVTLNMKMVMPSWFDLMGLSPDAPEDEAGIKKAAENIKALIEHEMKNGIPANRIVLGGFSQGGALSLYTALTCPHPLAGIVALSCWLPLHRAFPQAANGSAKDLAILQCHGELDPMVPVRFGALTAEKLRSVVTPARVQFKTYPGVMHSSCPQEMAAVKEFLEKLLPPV
PREPL inhibitor – PREPL enzyme inhibitors, primary screen, biochemical, fluorescence polarization | Prolyl endopeptidase-like (Homo sapiens), Q4J6C6 | recombinant PREPL, fluorescence polarization activity-based probe | inhibition, % at 5.96 µM | 320,000 tested, 0.68% active | AID 2751, 2010; in the data active = inhibition above about 43%;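 note: 0% = enzyme with DMSO and 100% = wells lacking enzyme; many of its hits are not listed in these tables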
Target sequence (Q4J6C6 whole entry, looked up): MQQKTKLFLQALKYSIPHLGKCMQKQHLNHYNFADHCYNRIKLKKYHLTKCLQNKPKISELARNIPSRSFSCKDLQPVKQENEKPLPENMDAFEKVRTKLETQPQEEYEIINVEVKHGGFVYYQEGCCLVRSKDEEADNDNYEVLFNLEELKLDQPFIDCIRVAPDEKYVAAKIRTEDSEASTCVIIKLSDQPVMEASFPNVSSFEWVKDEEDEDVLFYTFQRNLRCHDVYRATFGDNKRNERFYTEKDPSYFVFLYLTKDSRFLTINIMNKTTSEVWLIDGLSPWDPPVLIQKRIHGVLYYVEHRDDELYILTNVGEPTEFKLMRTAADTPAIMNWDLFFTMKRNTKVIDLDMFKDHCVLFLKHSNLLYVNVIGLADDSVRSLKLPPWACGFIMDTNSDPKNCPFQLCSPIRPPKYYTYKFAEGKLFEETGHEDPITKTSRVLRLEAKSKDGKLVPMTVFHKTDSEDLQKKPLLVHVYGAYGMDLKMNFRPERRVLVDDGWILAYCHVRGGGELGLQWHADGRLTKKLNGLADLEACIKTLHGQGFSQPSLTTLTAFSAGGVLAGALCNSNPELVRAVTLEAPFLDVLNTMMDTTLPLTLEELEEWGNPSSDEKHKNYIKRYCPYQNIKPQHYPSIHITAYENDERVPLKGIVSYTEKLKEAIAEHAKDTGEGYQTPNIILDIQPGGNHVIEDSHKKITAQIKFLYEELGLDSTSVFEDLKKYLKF
PAFAH2 FP inh – PAFAH2 enzyme inhibitors, primary screen, biochemical, fluorescence polarization, human; Platelet-activating factor acetylhydrolase 2, cytoplasmic (Homo sapiens), Q99487; inhibition, % at 3.39 µM; 340,000 tested, 0.99% active; recombinant PAFAH2, FP-rhodamine activity probe;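 active = inhibition above the mean over all tested compounds plus 3 SD, cut at about 30% in these data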;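 note: inhibitors block probe labeling of enzyme so polarization drops; 0% = enzyme with DMSO and 100% = wells lacking PAFAH2 protein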
PAD4 inh – human PAD4 inhibitors, primary screen, biochemical, fluorescence polarization, 1536-well format. Protein-arginine deiminase type-4 (Homo sapiens), Q9UM07. recombinant PAD4, RCA probe fluorescence polarization. inhibition, % at 6.36 µM. 330,000 tested, 0.41% active;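 active = percent inhibition above a cutoff equal to the mean of all tested compounds plus 3 SD, cut at about 15% in these data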;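 note: 0% = PAD4 with RCA probe and DMSO and 100% = probe without PAD4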
PAFAH1B3 FP inh – PAFAH1B3 enzyme inhibitors, primary screen, biochemical, fluorescence polarization, human; 340,000 tested, 0.28% active; inhibition, % at 3.39 µM; Platelet-activating factor acetylhydrolase IB subunit alpha1 (Homo sapiens), Q15102; AID 492972, 2010; recombinant PAFAH1B3, FP-rhodamine probe;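 active = inhibition above the screen-wide average of all tested compounds plus 3 SD, cut at about 25% in these data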;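 note: 0% = enzyme with DMSO only and 100% = wells lacking PAFAH1B3 protein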
EBNA-1 inhibitor – EBNA-1 DNA-binding inhibitors, primary screen, biochemical, fluorescence polarization; inhibition, % at 14.8 µM; 300,000 tested, 0.34% active; AID 1950, 2009; in the data active = inhibition above about 28%
ZTA counter – ZTA (EBV) inhibition in EBNA-1 counter-screen. P03206. ZTA-DNA binding, fluorescence polarization. inhibition, % at 11 µM. 320,000 tested, 0.15% active; in the data active = inhibition above about 33%
Active calls of the source: *; x = no result given. Some of the compounds tested, so the mix of outcomes need not match the whole.

1. FC(F)(F)c1ccc(Oc2ccc3cc(Br)ccc3c2)nc1
2. CCOc1ccc(S(=O)(=O)N2CCC(C(=O)NCCN3CCOCC3)CC2)cc1C
3. N#Cc1cccc(C#N)c1Oc1ccc(N)cc1
4. Cc1ccccc1SCC(=O)OCC(=O)N(C)c1c(N)n(Cc2ccccc2)c(=O)[nH]c1=O
5. O=C(COc1ccc(Cl)cc1)NCc1nnc(SCC(=O)NCc2ccc3c(c2)OCO3)o1
6. CCOC(=O)c1nnn(-c2nonc2N)c1-c1ccc(C)cc1
7. O=C(CCCN=C1NS(=O)(=O)c2ccccc21)OCC(=O)c1ccc(F)c(F)c1
8. CC1CCN(S(=O)(=O)c2ccccc2)CC1
9. CNC(=O)C1C(=S)NC(N)=C(C#N)C1c1ccccc1 (stereo not drawn)
10. C=CCNC(=O)c1ccc(C)cc1Cl

entry no. | 1 | 2 | 3 | 4 | 5 | 6 | 7 | 8 | 9 | 10
GSTO1 inh | -2 | 5 | -3 | 1 | 1 | 3 | 2 | 1 | 11 | -2
LYPLA1 inh | 2 | -2 | -1 | 1 | 2 | 0 | 1 | -1 | -4 | 0
LYPLA2 inh | 3 | -3 | 0 | -2 | 7 | 3 | 1 | 1 | 6 | 10
PREPL inhibitor | -2 | -8 | -5 | 7 | -23 | 10 | 4 | -3 | -2 | -5
PAFAH2 FP inh | -2 | -7 | -3 | 3 | 7 | -7 | 7 | -2 | 1 | 5
PAD4 inh | -2 | 2 | -1 | 3 | 1 | -1 | -1 | -3 | -5 | -2
PAFAH1B3 FP inh | 1 | 3 | 9 | 4 | 4 | 3 | -4 | 5 | 4 | 4
EBNA-1 inhibitor | 3 | -3 | 0 | 10 | 5 | -1 | 1 | -1 | 10 | 14
ZTA counter | -4 | -3 | 5 | 9 | -9 | 8 | 10 | -11 | 11 | -18

Down the list, from the results shown:
PAD4 inh for nos. 2 to 7, in order: 2, -1, 3, 1, -1, -1
ZTA counter for nos. 2 to 7, in order: -3, 5, 9, -9, 8, 10

The listing continues.
11. Cc1cc(S(=O)(=O)N2CCCC2)ccc1OCC(=O)N1CCOCC1
12. O=C(c1cc(-c2ccccc2)nc2ccccc12)N1CCN(c2ccccc2O)CC1
13. CCN1CCN(C(=O)CNC(=O)c2nn(-c3ccc(OC)cc3)c(=O)c3ccccc23)CC1
14. CCOC(=O)c1sc2nc(C)nc(NCc3ccc(Cl)cc3)c2c1C
15. O=C(O)c1[nH]c2ccc(Br)cc2c1CCN1C(=O)c2cccc([N+](=O)[O-])c2C1=O
16. CCN1CCN(c2ccc(S(=O)(=O)N3CCCCC3)cc2NC(=O)CC(C)c2ccccc2)CC1 (stereo not drawn)
17. O=C(CCC1CCCC1)Nc1ccc(Br)cn1
18. CCCCC(=O)NC(=S)Nc1ccc(S(=O)(=O)N2CCCC2)cc1
19. Cc1ccc(-c2nnn(CC(=O)N(CCN3CCOCC3)C(C(=O)NC3CCCC3)c3ccncc3)n2)o1 (stereo not drawn)
20. O=C(O)CSc1ncccn1

entry no. | 11 | 12 | 13 | 14 | 15 | 16 | 17 | 18 | 19 | 20
GSTO1 inh | 4 | -3 | 5 | 0 | -1 | 2 | 0 | -9 | 0 | 7
LYPLA1 inh | -2 | 4 | -1 | -11 | 2 | -2 | 2 | -1 | 1 | 3
LYPLA2 inh | -3 | -1 | 4 | -18 | 3 | -3 | 1 | 0 | 1 | -2
PREPL inhibitor | 5 | -75 | 0 | 1 | 3 | 0 | -2 | 1 | -3 | 3
PAFAH2 FP inh | -3 | -2 | 12 | -8 | 5 | 6 | 0 | 11 | 7 | -2
PAD4 inh | -1 | 1 | -2 | -4 | 6 | -3 | 2 | 1 | 3 | -2
PAFAH1B3 FP inh | -5 | -1 | 4 | 2 | 2 | 2 | 2 | -1 | 5 | 0
EBNA-1 inhibitor | -7 | 10 | 13 | -1 | 2 | 8 | 0 | -3 | 8 | -5
ZTA counter | 7 | 0 | 11 | -10 | -2 | 8 | 8 | 0 | 10 | 7

Profiles from above. Order of screens: GSTO1 inh, LYPLA1 inh, LYPLA2 inh, PREPL inhibitor, PAFAH2 FP inh, PAD4 inh, PAFAH1B3 FP inh, EBNA-1 inhibitor, ZTA counter
CCN1CCN(c2ccc(S(=O)(=O)N3CCCCC3)cc2NC(=O)CC(C)c2ccccc2)CC1 (stereo not drawn) is listed as 2, -2, -3, 0, 6, -3, 2, 8, 8
Cc1cc(S(=O)(=O)N2CCCC2)ccc1OCC(=O)N1CCOCC1 is listed as 4, -2, -3, 5, -3, -1, -5, -7, 7
CCN1CCN(C(=O)CNC(=O)c2nn(-c3ccc(OC)cc3)c(=O)c3ccccc23)CC1 is listed as 5, -1, 4, 0, 12, -2, 4, 13, 11

Following part.
21. CC1(c2nnc(Cc3ccccc3)o2)CC(c2ccccc2Br)=NO1 (stereo not drawn)
22. Nc1cc(=O)[nH]c(SCC(=O)N2N=C(c3ccc(Cl)cc3)CC2c2ccco2)n1 (stereo not drawn)
23. CCCCNc1c(-c2ccc(OC)c(Sc3ccc(OC)cc3)c2)nc2ccccn12
24. O=C(CCN1C(=O)/C(=C\c2ccc(F)cc2)SC1=S)Nc1ccccc1
25. NC(=O)Nc1ccc(C(=O)N2CCN(S(=O)(=O)Cc3ccccc3)CC2)cc1
26. CCc1nnc(NC(=O)C2CCC(CNc3c(N4CCC(C)CC4)c(=O)c3=O)CC2)s1 (stereo not drawn)
27. C[C@H](CO)N1C[C@H](C)[C@@H](CN(C)S(C)(=O)=O)Oc2c(NC(=O)Nc3ccc4c(c3)OCO4)cccc2C1=O
28. Cc1ccc(S(=O)(=O)N2CCCCC2)cc1NC(=O)c1ccccn1
29. Nc1nnc(SCC(=O)N2CCc3ccccc32)n1-c1ccccc1
30. CC(NC(=O)c1ccc(Cl)cc1)c1nnc(SCc2ccc([N+](=O)[O-])cc2)n1C (stereo not drawn)

entry no. | 21 | 22 | 23 | 24 | 25 | 26 | 27 | 28 | 29 | 30
GSTO1 inh | 3 | -9 | 1 | 4 | x | -6 | x | 1 | 2 | -1
LYPLA1 inh | -1 | -10 | -7 | -1 | -1 | 1 | x | -1 | 1 | -2
LYPLA2 inh | 5 | -17 | 3 | -4 | -2 | 6 | x | -1 | 2 | -4
PREPL inhibitor | -108 | -14 | 37 | 1 | -1 | -1 | 15 | -11 | -11 | 24
PAFAH2 FP inh | 2 | -9 | 6 | -5 | 7 | 6 | 8 | 5 | 4 | 7
PAD4 inh | 0 | -10 | 8 | 2 | -4 | -6 | -2 | -2 | -9 | -3
PAFAH1B3 FP inh | 4 | -8 | -7 | 5 | 4 | 7 | 11 | 3 | 8 | -6
EBNA-1 inhibitor | 8 | -3 | 8 | 2 | x | -17 | x | -3 | -4 | 5
ZTA counter | 13 | -11 | 1 | -12 | -8 | 4 | x | -8 | -20 | 4

31. Cc1cc(N/N=C/c2ccccc2O)nc(N2CCOCC2)n1
32. Cc1cc(C)c(CN2CCC(N3CCC(C(=O)NCC4CCCO4)CC3)CC2)cc1C (stereo not drawn)
33. CCn1c(=O)c(=O)n(CC)c2cc(S(=O)(=O)Nc3ccc(C)cc3)ccc21
34. COc1cc(/C=N/NC(=O)CC#N)cc(Br)c1O
35. NNC(=O)c1ccc(Cn2cc(Br)cn2)cc1
36. COC(=O)CCCC(=O)N1CCCC(CNS(=O)(=O)c2ccc(OC)cc2)C1 (stereo not drawn)
37. CCC(Cc1ccccc1)NC(=O)CSc1ccsc1[N+](=O)[O-] (stereo not drawn)
38. Cc1nc2c(C(=O)NCCC(C)C)c[nH]n2c(=O)c1Cc1ccccc1F
39. CC(/C=C/c1ccccc1)=N/NC(=O)c1cccc(Br)c1
40. O=C(CCC1CCCCC1)Nc1ccccc1C(=O)N1CCOCC1

entry no. | 31 | 32 | 33 | 34 | 35 | 36 | 37 | 38 | 39 | 40
GSTO1 inh | -12 | -4 | 26 | 2 | 7 | 9 | 0 | -11 | -1 | 4
LYPLA1 inh | 2 | 4 | 5 | -1 | 2 | -4 | -5 | -1 | -2 | -1
LYPLA2 inh | 4 | 2 | 7 | 3 | 5 | 0 | -4 | 5 | -2 | -4
PREPL inhibitor | 14 | 21 | 3 | 8 | 12 | 5 | 9 | 8 | -2 | 6
PAFAH2 FP inh | -1 | 2 | 8 | 4 | -1 | 4 | -10 | 6 | 0 | -2
PAD4 inh | 1 | -4 | 2 | -7 | 3 | -2 | 0 | 2 | -6 | -2
PAFAH1B3 FP inh | 5 | 7 | 4 | 7 | 5 | 10 | 6 | 19 | 7 | 1
EBNA-1 inhibitor | -6 | 2 | 4 | 1 | -12 | -5 | -13 | 15 | -8 | -2
ZTA counter | -4 | -5 | -10 | -6 | -8 | 0 | 15 | 11 | -6 | -6

41. COc1ccc(NC(=O)c2cc3ccccc3[nH]2)cc1
42. CC(C)CC(=O)NC(=S)Nc1nc(-c2ccc(Cl)cc2)cs1
43. CN(C(=O)CSc1nccc(=O)[nH]1)C1CCCCC1
44. Cc1nc(-c2ccc(S(=O)(=O)N3CCN(c4ccccc4)CC3)cc2)co1
45. CC(=O)c1c(C)n(-c2ccc(N(C)C)cc2)c2ccc(OCC(N)=O)cc12
46. CSCCC(NS(=O)(=O)c1ccc2c(c1)oc(=O)n2C)C(=O)NCc1cccs1 (stereo not drawn)
47. CC1(C)CC(O)(CNCc2ccc3c(c2)OCO3)CCO1 (stereo not drawn)
48. CC1CC(C)CN(CCCNS(=O)(=O)c2cc(Br)cc3c2N(C(=O)C2CC2)CC3)C1 (stereo not drawn)
49. COc1ccc(CCn2c(NN)nc3c2c(=O)[nH]c(=O)n3C)cc1
50. CCOC(=O)C1=C(O)CSC1=Nc1ccc(C)cc1
51. O=C(c1cc(C2CC2)nc2ccccc12)N1N=C(C(F)F)CC1(O)C(F)F (stereo not drawn)

entry no. | 41 | 42 | 43 | 44 | 45 | 46 | 47 | 48 | 49 | 50 | 51
GSTO1 inh | -3 | -1 | x | -9 | 3 | 7 | 0 | 3 | 41* | -4 | -7
LYPLA1 inh | -7 | 0 | x | 0 | 7 | 0 | 0 | 4 | -3 | -3 | -2
LYPLA2 inh | -7 | -6 | x | -4 | 4 | 12 | 1 | 2 | 0 | -1 | 1
PREPL inhibitor | 3 | 0 | 16 | -42 | 26 | 7 | 10 | 16 | 20 | 16 | -4
PAFAH2 FP inh | -1 | -10 | 2 | 2 | 0 | -1 | 0 | -2 | 3 | 6 | -6
PAD4 inh | -3 | 1 | -4 | -6 | 0 | 0 | -2 | 5 | -4 | -5 | 0
PAFAH1B3 FP inh | -4 | 3 | 1 | -1 | 6 | -4 | 1 | -2 | 6 | 0 | 4
EBNA-1 inhibitor | 0 | 3 | x | 14 | 7 | 2 | -7 | 0 | -3 | 2 | 0
ZTA counter | 0 | -7 | x | 5 | 12 | 1 | 6 | -1 | 7 | 2 | -3

Records 46 to 47 from above:
46. CSCCC(NS(=O)(=O)c1ccc2c(c1)oc(=O)n2C)C(=O)NCc1cccs1 (stereo not drawn)
47. CC1(C)CC(O)(CNCc2ccc3c(c2)OCO3)CCO1 (stereo not drawn)

entry no. | 46 | 47
GSTO1 inh | 7 | 0
LYPLA1 inh | 0 | 0
LYPLA2 inh | 12 | 1
PREPL inhibitor | 7 | 10
PAFAH2 FP inh | -1 | 0
PAD4 inh | 0 | -2
PAFAH1B3 FP inh | -4 | 1
EBNA-1 inhibitor | 2 | -7
ZTA counter | 1 | 6

Screening results deposited in PubChem BioAssay by The Scripps Research Institute Molecular Screening Center.
